Screening results deposited in PubChem BioAssay by several laboratories.
HIF act: HIF pathway transcriptional activation; actives 0.32% (n = 300,000); activation, % at 7.5 µM (by protocol); U2OS HRE-luciferase reporter, luminescence; normalized: DMSO 0%, desferrioxamine 100%;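 active = mean activation of at least 10% of the iron chelator positive control signal, with at least half of replicates also reaching 10%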
MrgX1 ag: activates human MrgX1 receptor signaling | Q96LB2 | MrgX1-HEK293 cells, Fluo-4 calcium fluorescence, agonist mode; active compounds read high | B-score at 10 µM | actives 0.44% (n = 310,000);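 active = calcium response B-score plate-corrected fluorescence ratio at least 3 library SD, with starting fluorescence B-score inside 5 SD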
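Material: MrgX1-expressing HEK293 cells; input: 15,000 cells per well; doses: test compound given as first of three sequential additions; schedule: overnight plating before 1 h dye loading; technique: Fluo-4 NW calcium-flux fluorescence, kinetic read; evaluation: baseline-normalised fluorescence change ratio, B-scored; control set: plate-wise positive and negative controls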
TRPC4 act: TRPC4 (mouse) channel activation; Q9QUQ5; HEK293 TRPC4beta/mu-opioid, Fluo4 calcium fluorescence; active compounds read high; B-score at 10 µM; actives 0.49% (n = 310,000); AID 2237;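 active = B-score above 5 SD of library B-scores, and initial fluorescence ratio not above library mean plus 5 SD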;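 also: positive B-score marks a calcium rise read as TRPC4 activation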
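System – HEK293 cells stably co-expressing mouse TRPC4beta and mu-opioid receptor · Signal – Fluo4 calcium-sensitive dye fluorescence, kinetic, 1 Hz baseline · Benchmarks – buffer (low) and maximal DAMGO (high) · Read-out – B score of integrated fluorescence ratio per well · Incubation – dye loading 45 min room temperature, 110 s kinetic read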
TRPC4 PAM: TRPC4 (mouse) allosteric potentiation. actives 0.42% (n = 310,000). HEK293 TRPC4beta/mu-opioid, DAMGO EC20, Fluo-4 Ca2+ flux; active compounds read high. B-score at 10 µM. Q9QUQ5;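 active = B-score of calcium response area above 5 SD of library B-scores, with initial fluorescence ratio within 5 SD of library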;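 also: B-score of integrated fluorescence ratio over time as area under calcium response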
AI-2 QS mod: modulators of Vibrio harveyi AI-2 quorum sensing system. activity change, % at 7.5 µM. AID 2094. Vibrio harveyi JMH597 AI-2 luminescence/OD600 ratio, 9 h; active compounds read low; strain lacks LuxN and CqsS sensors; 0 = neutral-control median. actives 0.4% (n = 300,000); in the data active = activity change below about -75%, passing the limit was not always enough;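 also: luminescence divided by OD600 gain over 9 h not by final OD600 alone; inactives centre near 13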
TRPC6 inh: blocks the mouse TRPC6 cation channel; AID 2553; actives 1.1% (n = 310,000); Q61143; B-score at 10 µM; HEK293-TRPC6, membrane potential dye, ACh-evoked depolarization; active compounds read low;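 active = B-score under library mean minus 3 SD, initial fluorescence not abnormally high, positive integrated signal ratio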;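 also: B-score derived from integrated fluorescence ratio over the kinetic read; more negative B-score means stronger inhibition of depolarization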
Target sequence (Q61143 whole entry, looked up): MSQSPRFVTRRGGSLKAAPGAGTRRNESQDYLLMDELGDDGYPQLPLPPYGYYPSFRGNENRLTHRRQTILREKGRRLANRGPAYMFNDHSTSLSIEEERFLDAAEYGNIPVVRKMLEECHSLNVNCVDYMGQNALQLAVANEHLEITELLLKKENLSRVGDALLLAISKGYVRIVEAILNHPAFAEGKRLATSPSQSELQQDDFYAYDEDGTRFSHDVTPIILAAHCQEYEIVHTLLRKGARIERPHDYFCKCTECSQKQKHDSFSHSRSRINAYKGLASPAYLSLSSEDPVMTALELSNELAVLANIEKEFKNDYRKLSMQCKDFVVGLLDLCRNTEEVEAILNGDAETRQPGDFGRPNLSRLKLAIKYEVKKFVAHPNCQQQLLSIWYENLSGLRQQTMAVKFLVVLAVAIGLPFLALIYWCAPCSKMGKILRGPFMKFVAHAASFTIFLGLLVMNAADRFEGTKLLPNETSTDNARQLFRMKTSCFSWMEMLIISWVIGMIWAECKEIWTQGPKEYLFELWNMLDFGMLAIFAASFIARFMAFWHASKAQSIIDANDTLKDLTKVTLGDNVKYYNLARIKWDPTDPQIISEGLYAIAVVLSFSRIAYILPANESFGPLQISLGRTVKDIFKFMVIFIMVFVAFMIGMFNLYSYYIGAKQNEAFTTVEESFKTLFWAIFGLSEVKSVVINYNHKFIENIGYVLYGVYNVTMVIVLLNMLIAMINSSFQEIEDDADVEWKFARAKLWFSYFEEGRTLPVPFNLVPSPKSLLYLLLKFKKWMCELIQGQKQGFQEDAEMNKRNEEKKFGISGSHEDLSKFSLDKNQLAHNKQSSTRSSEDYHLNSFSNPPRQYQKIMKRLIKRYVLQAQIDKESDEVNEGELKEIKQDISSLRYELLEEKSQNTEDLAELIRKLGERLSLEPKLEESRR
TRPC6 activator: activators of mouse TRPC6 channel; Q61143; B-score at 10 µM; HEK293-TRPC6 membrane potential dye fluorescence; active compounds read high; actives 0.13% (n = 310,000); AID 2550;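 active = B-score of the integrated fluorescence ratio above library mean plus 3 SD, and starting fluorescence ratio within library mean plus 5 SD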;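 also: higher score means more depolarization so channel activation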
MrgX1 antag: human MrgX1 receptor antagonism, primary screen. B-score at 10 µM. MRGX1-HEK293 calcium flux, Fluo-4, BAM8-22 antagonism; active compounds read low. actives 1.3% (n = 310,000). Q96LB2. AID 588676;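 active = calcium-response B-score plate-corrected more than 3 library SD below zero, starting fluorescence within 5 deviations, no agonist response on first addition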;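 also: peak minus trough fluorescence over baseline after final BAM8-22 challenge near maximal dose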
PolyA inh: blocks polyadenylation in yeast reporter cells; S. cerevisiae SKY197-pL101 polyadenylation reporter, beta-gal luminescence; efflux-impaired pdr1/pdr3 knockout yeast; score 100 = 6 SD above DMSO; calls only at 12 µM; actives 0.02% (n = 300,000); AID 1875;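 active = lowest replicate activity score at least 50, where 100 means six control SD above control mean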;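 also: yeast exposed to compound for 9 h at 30 °C; higher score means more reporter readthrough which indicates perturbed polyadenylation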
MrgX1 allo act: allosterically activates human MrgX1 receptor signaling; Q96LB2; MrgX1-HEK293, Fluo-4 calcium flux, FDSS; active compounds read high; B-score at 10 µM; actives 0.63% (n = 310,000);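 active = plate-corrected calcium response at least 3 library SD above typical, normal starting fluorescence, not activating the receptor alone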;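 also: compound read alongside a low EC10 to EC30 dose of BAM8-22 agonist; peak minus trough fluorescence over baseline measured at the second addition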
TRPC4 block: TRPC4 (mouse) channel inhibition. HEK293 TRPC4beta/mu-opioid, DAMGO-evoked Fluo4 calcium flux; active compounds read low. B-score at 10 µM. actives 0.39% (n = 300,000);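 active = B-score over 3 SD under the library average, no early fluorescence shift, positive overall ratio signal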
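Assay system – HEK293 line stably carrying TRPC4beta and mu-opioid receptor · Doses – single dose · Detection – Fluo4 calcium-dye fluorescence, kinetic read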
Starred values were filed as active, the others as inactive; i = inactive; · = no result given. An excerpt; count on the stated rates, not on these rows.

Compound	HIF act	MrgX1 ag	TRPC4 act	TRPC4 PAM	AI-2 QS mod	TRPC6 inh	TRPC6 activator	MrgX1 antag	PolyA inh	MrgX1 allo act	TRPC4 block
COC(=O)CCC(=O)Nc1cc(S(=O)(=O)Nc2ccc(Cl)cc2)ccc1N1CCOCC1	0.5	i	i	i	5.8	i	i	i	i	i	i
COc1ccc(-c2nc(SCC(=O)N3CCOCC3)n[nH]2)cc1	-0.1	i	i	i	30.4	i	i	i	i	i	i
OC(c1ccccc1)C1CN(Cc2ccccc2)CCC1(O)c1ccccc1 (configuration not stated)	·	i	i	i	8.0	i	i	i	i	i	i
O=C(CCn1nc(-c2ccc(Cl)cc2)c2ccccc2c1=O)Nc1cccnc1	-0.8	i	i	i	27.4	i	i	i	i	i	i
NS(=O)(=O)c1ccc(CCNC(=O)Cc2cccs2)cc1	2.5	i	i	i	5.9	i	i	i	i	i	i
N#CCCN1CCN(S(=O)(=O)c2ccc(S(=O)(=O)N3CCOCC3)cc2)CC1	-0.3	i	i	i	3.8	i	i	i	i	i	i
O=C(NN1C(=O)CSC1=S)c1cccnc1	-0.3	i	i	i	12.8	i	i	i	i	i	i
C/C(=N\NC(=S)NC(C)C)c1ccc2c(c1)OCCO2	1.8	i	i	i	15.5	i	i	i	i	i	i
O=C(/C=C/c1ccc2c(c1)OCO2)NCCS(=O)(=O)N1CCN(c2ccc(F)cc2)CC1	-0.1	i	i	i	15.0	i	i	i	i	i	i
CCOC(=O)C1=C(C)N=c2s/c(=C\c3ccc(OCC(=O)O)cc3)c(=O)n2C1c1ccccc1OC (configuration not stated)	-5.2	i	i	i	16.1	i	i	i	i	i	i
CCCCn1c(CNC(=O)c2cccs2)nc2ccccc21	0.3	i	i	i	10.4	i	i	i	i	i	i
O=C(NNS(=O)(=O)c1ccccc1[N+](=O)[O-])c1cccc([N+](=O)[O-])c1	-58.2	i	i	i	0.9	i	i	i	i	i	i
O=C(Nc1cccc(O)c1)c1cc(-c2ccccc2Cl)on1	-0.2	i	i	i	-52.7	i	i	i	i	i	i
COc1ccc2[nH]c3c(c2c1)[C@@H]1CCN2C(=O)CCC[C@H](C3)[C@H]12	1.3	i	i	i	18.3	i	i	i	i	i	i
COc1ccc(OCC(=O)N2CCN(c3nnc(-c4ccccc4)c4ccccc34)CC2)cc1	0.1	i	i	i	14.9	i	i	i	i	i	i

In a second layout: results already given.
canonical_smiles: CCCCn1c(CNC(=O)c2cccs2)nc2ccccc21
  HIF act: 0.3 | MrgX1 ag: i | TRPC4 act: i | TRPC4 PAM: i | AI-2 QS mod: 10.4 | TRPC6 inh: i | TRPC6 activator: i | MrgX1 antag: i | PolyA inh: i | MrgX1 allo act: i | TRPC4 block: i
canonical_smiles: COc1ccc(-c2nc(SCC(=O)N3CCOCC3)n[nH]2)cc1
  HIF act: -0.1 | MrgX1 ag: i | TRPC4 act: i | TRPC4 PAM: i | AI-2 QS mod: 30.4 | TRPC6 inh: i | TRPC6 activator: i | MrgX1 antag: i | PolyA inh: i | MrgX1 allo act: i | TRPC4 block: i

Next section
Compound	HIF act	MrgX1 ag	TRPC4 act	TRPC4 PAM	AI-2 QS mod	TRPC6 inh	TRPC6 activator	MrgX1 antag	PolyA inh	MrgX1 allo act	TRPC4 block
CN(C)c1ncnc2c1ncn2C1OC(CO)C(O)C1O (configuration not stated)	-1.3	i	i	i	21.4	i	i	i	i	i	i
Cc1nnc(NC(=O)C2c3ccccc3Oc3ccccc32)s1	0.1	i	i	i	35.9	i	i	i	i	i	i
Cc1ccc(C)c(N(CC(=O)Nc2cc(Cl)ccc2Oc2ccccc2)S(C)(=O)=O)c1	0.1	i	i	i	7.7	i	i	i	i	i	i
O=c1nc(-c2ccccc2)c2cc(SC(F)F)ccc2[nH]1	0.5	i	i	i	3.4	i	i	i	i	i	i
Cc1ccc(NC(=S)NNC(=O)c2ccc(N3CCOCC3)c([N+](=O)[O-])c2)cc1Cl	0.3	i	i	i	33.7	i	i	i	i	i	i
CCCC(C)NC(=O)c1ccc(F)cc1 (configuration not stated)	0.4	i	i	i	7.3	i	i	i	i	i	i
CCOP(=O)(OCC)c1nc(/C=C/c2ccccc2)oc1NCc1ccc(OC)cc1	-0.7	i	i	i	18.4	i	i	i	i	i	i
Cc1ccc(SCC(=O)OC(C)C(=O)Nc2ccc(S(N)(=O)=O)cc2)cc1C (configuration not stated)	-0.2	i	i	i	10.9	i	i	i	i	i	i
COC(=O)c1ccc2c(=O)n3c(nc2c1)SCC(c1ccccc1)=N3	0.0	i	i	i	-3.8	i	i	i	i	i	i
CC(C)(C)c1nc2c(Br)cc(Br)cc2c(=O)o1	-0.7	i	i	i	45.7	i	i	i	i	i	i
Cc1cc([N+](=O)[O-])nn1CC(=O)N/N=C/c1ccc(O)cc1O	7.6	i	i	i	44.0	i	i	i	i	i	i
CCO[C@@H]1OC(C(=O)N2CCN(Cc3ccc4c(c3)OCO4)CC2)=C[C@H](c2ccc(C(F)(F)F)cc2)[C@H]1CCCO	-4.3	i	i	i	7.1	i	i	i	i	i	i
CC1CCN(C(=O)CN(c2ccc(Oc3ccccc3)cc2)S(C)(=O)=O)CC1	-0.4	i	i	i	12.4	i	i	i	i	i	i
O=C(Nc1ccccc1C(F)(F)F)c1ccsc1	-0.9	i	i	i	6.3	i	i	i	i	i	i
O=C(Nc1ccc2c(c1)OCCO2)c1ccco1	-0.2	i	i	i	40.5	i	i	i	i	i	i
COc1ccc(CC2(C)OC(c3ccncc3)=NN2C(C)=O)cc1 (configuration not stated)	0.0	i	i	i	27.0	i	i	i	i	i	i
O=C(NCc1ccccc1)C1COc2ccccc2O1 (configuration not stated)	0.7	i	i	i	0.6	i	i	i	i	i	i
O=C(Nc1ccc(C(=O)N2CCCCC2)cc1)C1=CSCCO1	-0.4	i	i	i	20.9	i	i	i	i	i	i
COc1ccc(NC(=O)c2nc[nH]c2C(=O)N[C@@H](CC(C)C)C(=O)OC(C)(C)C)cc1	-5.2	i	i	i	15.4	i	i	i	i	i	i
CCC(=O)Nc1nnc(S(=O)(=O)N2CCCCCC2)s1	-0.2	i	i	i	14.7	i	i	i	i	i	i
O=C(Cc1ccccc1)NCC(=O)OCC(=O)c1ccc(Cl)c([N+](=O)[O-])c1	-0.6	i	i	i	1.8	i	i	i	i	i	i
COC(=O)c1cnc(SCC(=O)c2ccccc2)n1C	-0.1	i	i	i	11.5	i	i	i	i	i	i
Cc1ccc(CC(=O)N2CCN(c3ccccc3F)CC2)cc1	0.0	i	i	i	17.2	i	i	i	i	i	i
CCC(O)(CC)C(=O)N(Nc1ccc(C)cc1)c1ccc(C)cc1	2.2	i	i	i	13.5	i	i	i	i	i	i
CCOC(=O)C(Cc1ccccc1)NC(=O)CCc1nnc2ccc(N3CCCC3)nn12 (configuration not stated)	0.2	i	i	i	21.1	i	i	i	i	i	i
Cc1ccc(Cn2c(C3CCCN3c3nc(C)cs3)nc3cc(C(=O)NCCCO)ccc32)cc1 (configuration not stated)	0.5	i	i	i	-1.9	i	i	i	i	i	·
CN1CCN(c2nc(-c3cccs3)nc3ccccc23)CC1	-0.1	i	i	i	17.6	-8.25*	i	i	i	i	i
CC(Oc1ccccc1Cl)C(=O)N(Cc1ccco1)C1CCS(=O)(=O)C1 (configuration not stated)	0.1	i	i	i	7.6	i	i	i	i	i	i
COc1ccc(C2NCCc3c2[nH]c2ccccc32)cc1CN1CCc2cc(OC)c(OC)cc2C1C (configuration not stated)	2.4	·	47*	i	11.4	i	i	·	i	·	-8*
CCOC(CNC(=O)C1CCN(S(=O)(=O)c2ccc3nc4c(c(C(=O)O)c3c2)CC(C)CC4)CC1)OCC (configuration not stated)	0.2	i	i	i	16.0	i	i	i	i	i	i
O=C1CCCc2nc(N3CCN(c4ccccc4)CC3)ncc21	2.9	i	i	i	-3.2	i	i	i	i	i	i
CC(C)CN1CCN=C1Nc1ccccc1	0.4	i	i	i	0.6	i	i	i	i	i	i
CCSc1nc2sc3c(c2c(=O)n1-c1ccccc1)CCN(C(C)C)C3	-19.4	i	i	i	-0.6	i	i	i	i	i	i
CCCCn1c(N)c(N(CCOC)C(=O)COc2ccc(OCC)cc2)c(=O)[nH]c1=O	-0.2	i	i	i	28.0	i	i	i	i	i	i
COc1ccc(-n2c(SCC(=O)Nc3ccccc3)nnc2-c2ccoc2C)cc1	-0.2	i	i	i	2.6	i	i	i	i	i	i
CCc1ccc(NC(=S)Nc2ccc3cn[nH]c3c2)cc1	3.6	i	i	i	-3.3	i	i	i	i	i	i
COC(=O)c1c(NC(C)=O)sc(C(=O)Nc2ccccc2OC)c1C	-0.1	i	i	i	6.7	i	i	i	i	i	i
COc1ccc(CCNC(=S)NC2CCN(Cc3ccccc3)CC2)cc1OC	0.3	i	i	i	3.6	i	i	i	i	i	i
NNc1nc(-c2ccccc2)c2cc(Cl)ccc2n1	0.4	i	i	i	11.8	i	i	i	i	i	i
COc1ccc(Br)cc1CNCC1CCCO1 (configuration not stated)	-1.1	i	i	i	3.9	i	i	i	·	i	i
C=C1CCN(c2ccc(C(=O)NCCC)cc2[N+](=O)[O-])CC1	0.6	i	i	i	4.5	i	i	i	i	i	i
O=[N+]([O-])c1ccc(COn2nnc3ccccc32)cc1	0.8	i	i	i	·	i	i	i	i	i	i
Cc1ccc(C)c(S(=O)(=O)N2CCCC2CNC(=O)c2ccc([N+](=O)[O-])cc2)c1 (configuration not stated)	0.3	i	i	i	11.1	i	i	i	i	i	i
CCOC(=O)c1ccc(NC(=S)NNC(=O)c2cc(-c3cccnc3)nc3ccccc23)cc1	-0.4	i	i	i	30.4	i	i	i	i	i	i
COc1cc(NC(=O)CN(C)S(=O)(=O)c2cccs2)cc(OC)c1	0.2	i	i	i	-7.3	i	i	i	i	i	i
Cc1cc(N2CC(C)OC(C)C2)nc(C(C)C)n1 (configuration not stated)	-0.2	i	i	i	5.5	i	i	i	i	i	i
COc1ccc(-c2cn[nH]c2-c2ccc(OCc3ccc([N+](=O)[O-])cc3)cc2O)cc1	2.7	i	i	i	19.6	i	i	i	i	i	i
